Bioassay records deposited in PubChem by National Center for Advancing Translational Sciences (NCATS).
POLH inh = inhibitors of human DNA polymerase eta | recombinant Pol eta, fluorescent DNA replication assay | Potency, µM (titrated, usually from 114 µM), for inactives: at the highest dose activity change, negative = inhibition, usual class: inhibitors | 390,000 tested, 1.2% active | AID 588591; further: on the % scale 0 is the no-effect control and ±100 the full control effect
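Pol eta (10 nM) was preincubated with compounds for 15 min at room temperature, after which fluorescent replication substrate (50 nM final) was added to start the reaction. Fluorescence was read kinetically at 0 and 10 min.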
Pol beta inh = blocks human DNA polymerase beta activity | 340,000 tested, 1.3% active | Potency, µM (highest dose often 114 µM), for inactives: at the highest dose activity change, negative = inhibition, actives largely listed as inhibitors | Pol beta primer extension/strand displacement, fluorescence kinetic; further: on the % scale 0 is the no-effect control and ±100 the full control effect
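10 nM enzyme + cpd, 15 min RT; start with substrate 50 nM final; read 0 min and after 10 min RT. Corrected, normalized data; 4-parameter Hill curve fit.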
Pol kappa inh = DNA polymerase kappa (human) inhibition; Q9UBT6; purified Pol kappa, fluorescent DNA synthesis assay, 10 min; Potency, µM (series often up to 107 µM), inactives show at the top dose activity, negative = inhibition, usual class: inhibitors; 400,000 tested, 0.53% active; AID 588579; further: on the % scale 0 is the no-effect control and ±100 the full control effect
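Activity was followed as the change in fluorescence between reads at 0 and 10 min after starting the reaction with 50 nM substrate. Beforehand, 10 nM polymerase had been preincubated with compound for 15 min at room temperature.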
POLI inh = DNA polymerase iota (human) inhibition | Pol iota fluorescent replication assay, 10 min | Potency, µM (series often up to 115 µM), inactives show top-dose activity, negative = inhibition, most hits filed as inhibitors | 390,000 tested, 1% active
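Fluorescent replication assay read twice, at 0 min and 10 min after adding 50 nM (final) substrate. Enzyme (10 nM) and compounds were first incubated 15 min at room temperature; enzyme-free buffer wells were negative controls.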
BLM helicase inh = Bloom syndrome helicase (human) inhibition. Potency, µM (top dose mostly 56.1 µM), inactives show top-dose activity change, negative = inhibition, most hits filed as inhibitors. AID 2528. P54132. 350,000 tested, 0.2% active. recombinant BLM DNA unwinding, fluorescence dequenching;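 further: plate controls were vehicle for no effect and no enzyme for full effect; nearly all actives have a fitted effect of over 35% in size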
Target sequence (P54132 whole entry, looked up): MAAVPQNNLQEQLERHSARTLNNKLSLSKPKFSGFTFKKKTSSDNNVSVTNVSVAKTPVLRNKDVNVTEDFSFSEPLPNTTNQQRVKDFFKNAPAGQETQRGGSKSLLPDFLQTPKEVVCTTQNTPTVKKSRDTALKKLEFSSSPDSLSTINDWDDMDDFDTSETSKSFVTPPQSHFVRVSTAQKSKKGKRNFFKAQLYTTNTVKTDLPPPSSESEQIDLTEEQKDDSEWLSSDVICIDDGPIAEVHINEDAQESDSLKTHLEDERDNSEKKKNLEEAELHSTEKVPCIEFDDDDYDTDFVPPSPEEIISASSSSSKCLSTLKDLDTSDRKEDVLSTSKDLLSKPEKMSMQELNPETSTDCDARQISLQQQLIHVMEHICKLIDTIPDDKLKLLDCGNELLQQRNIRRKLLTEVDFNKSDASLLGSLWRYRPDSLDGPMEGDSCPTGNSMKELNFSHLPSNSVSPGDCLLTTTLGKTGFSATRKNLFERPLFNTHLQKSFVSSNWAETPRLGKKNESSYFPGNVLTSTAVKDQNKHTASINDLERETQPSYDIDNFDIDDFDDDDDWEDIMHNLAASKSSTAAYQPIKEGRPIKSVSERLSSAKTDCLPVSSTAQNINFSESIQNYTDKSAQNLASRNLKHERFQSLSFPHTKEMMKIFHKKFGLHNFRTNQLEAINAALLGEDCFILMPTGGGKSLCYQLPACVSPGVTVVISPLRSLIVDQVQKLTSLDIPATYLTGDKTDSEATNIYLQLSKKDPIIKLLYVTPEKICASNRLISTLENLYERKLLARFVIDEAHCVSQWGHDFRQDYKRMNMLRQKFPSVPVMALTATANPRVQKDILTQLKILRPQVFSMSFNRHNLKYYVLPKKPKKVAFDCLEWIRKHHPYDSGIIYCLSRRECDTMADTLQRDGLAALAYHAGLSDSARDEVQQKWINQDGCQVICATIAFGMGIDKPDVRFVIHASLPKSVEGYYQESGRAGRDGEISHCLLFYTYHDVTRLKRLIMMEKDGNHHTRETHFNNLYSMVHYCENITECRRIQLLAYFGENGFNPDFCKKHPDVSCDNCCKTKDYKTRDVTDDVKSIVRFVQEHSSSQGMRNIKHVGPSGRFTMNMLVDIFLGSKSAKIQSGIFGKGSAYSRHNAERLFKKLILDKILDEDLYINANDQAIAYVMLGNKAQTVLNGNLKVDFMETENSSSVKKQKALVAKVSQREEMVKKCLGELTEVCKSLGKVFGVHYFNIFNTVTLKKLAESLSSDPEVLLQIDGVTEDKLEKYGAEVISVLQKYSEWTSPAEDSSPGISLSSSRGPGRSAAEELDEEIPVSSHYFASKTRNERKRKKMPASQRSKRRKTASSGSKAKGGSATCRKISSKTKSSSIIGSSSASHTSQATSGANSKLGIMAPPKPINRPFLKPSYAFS
JMJD2A Tudor = blocks the human JMJD2A Tudor domain; O75164; AlphaScreen JMJD2A-Tudor / H3K4me3 peptide binding; Potency, µM (top dose mostly 114 µM), inactives show at the highest dose activity change, negative = inhibition, usual class: inhibitors; 390,000 tested, 4.4% active; AID 504339; further: on the % scale 0 is the no-effect control and ±100 the full control effect; nearly all actives have a fitted effect of over 50% in size
APEX1 inh = blocks human APE1 abasic DNA cleavage; P27695; recombinant APE1, TAMRA/BHQ-2 abasic DNA cleavage fluorescence; Potency, µM (doses to about 65.8 µM), for the others: at the highest dose activity change, negative = inhibition, most hits filed as inhibitors; 350,000 tested, 0.35% active; AID 2517;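 further: plate controls were vehicle for no effect and reference inhibitor for full effect; nearly all actives have a fitted effect of over 55% in size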
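Incision of a quenched TAMRA/BHQ-2 THF abasic-site duplex (50 nM) by 0.75 nM APE1, after 15 min compound preincubation, measured as fluorescence increase over three 60 s reads. Values normalized to buffer, DMSO and NSC13755 control wells.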
BAZ2B inh = blocks human BAZ2B; AlphaScreen BAZ2B-H3K14Ac peptide displacement; Potency, µM (series often up to 114 µM), without a hit: at the highest dose activity change, negative = inhibition, actives largely listed as inhibitors; 360,000 tested, 4.4% active; Q9UIF8; further: on the % scale 0 is the no-effect control and ±100 the full control effect; nearly all actives have a fitted effect of over 60% in size
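In this displacement format the biotinylated H3(5-23) peptide acetylated at Lys14 serves as ligand at 50 nM, with BAZ2B at 50 nM in PBS pH 7.4 containing 0.01% Tween-20. Donor and acceptor beads are 10 ug/mL final.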
G9a block = blocks human histone lysine methyltransferase G9a; G9a H3K9 monomethylation, AlphaScreen, 2 h; 350,000 tested, 8.8% active; Potency, µM (doses to about 102 µM), for inactives: at the highest dose activity, negative = inhibition, usual class: inhibitors; AID 504332; further: on the % scale 0 is the no-effect control and ±100 the full control effect; nearly all actives have a fitted effect of over 75% in size
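AlphaScreen detection with an anti-monomethyl H3K9 antibody quantified product after a 2 h room-temperature reaction containing 500 nM biotinylated H3K9 peptide, 20 µM SAM and 20 nM enzyme, which had been preincubated 15 min with compound.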
* hit, by the source's call; & = joins results of further samples; ! = a repeat was not active; [ ] = remark or other dose. The call rests on the fitted dose curve; in most records, active means well fitted curve in the direction sought with a large enough effect; inconclusive means small, poorly fitted or top-dose-only effect, or another doubt; inactive means no such curve, though single readings can be large; an effect the other way counts as inactive or inconclusive. Potency means the concentration at half of the fitted maximal effect. Not all compounds are listed; rates above refer to the full screens.

Screening CCC(C(=O)N1CCC2(CC1)OCCO2)n1c2ccccc2c2nc(=O)cc(C)n21 (stereo unspecified) returned POLH inh 6%, Pol beta inh 1%, Pol kappa inh -11%, POLI inh 23%, BLM helicase inh 0%, JMJD2A Tudor -9%, APEX1 inh -11% and BAZ2B inh -9%.
CC1CCC(C(C)C)C(OP(=O)(c2ccc(N(C)C)cc2)C(O)c2cccnc2)C1 (stereo unspecified) was read as Pol beta inh -29%, BLM helicase inh -2%, APEX1 inh -3%, BAZ2B inh inconclusive and G9a block 12%.
For CCc1ccccc1N1C(=O)/C(=C/c2ccc(N3CCN(C)CC3)o2)C(=O)NC1=S the results were POLH inh 8.9µM*, Pol beta inh 10%, Pol kappa inh 25µM*, POLI inh 11µM*, BLM helicase inh -8%, JMJD2A Tudor 56µM*, APEX1 inh 1%, BAZ2B inh inconclusive and G9a block inconclusive.
Screening C[C@]12CCC(=O)C[C@@H]1CC[C@@H]1[C@@H]2CC[C@]2(C)[C@@H](O)CC[C@@H]12 returned POLH inh -9%, Pol kappa inh 14%, POLI inh 21%, BLM helicase inh 2%, JMJD2A Tudor 3%, APEX1 inh 18%&3% and G9a block 3%[12.7 µM].
CN1CC=C(/C=C/c2ccc(-c3ccccc3)cc2)CC1 was read as POLH inh -13%, Pol beta inh -2%, Pol kappa inh -5%, POLI inh 6%, BLM helicase inh -5%, JMJD2A Tudor -22%, APEX1 inh -6% and BAZ2B inh -10%.
For Cc1sc2ncn(CC(=O)NCCCC(=O)N3CCC4(CC3)OCCO4)c(=O)c2c1C the results were POLH inh -6%, Pol beta inh 12%, Pol kappa inh -1%, POLI inh -14%, BLM helicase inh 1%, JMJD2A Tudor -5%, APEX1 inh -6%, BAZ2B inh 8% and G9a block -3%.
Screening COc1cc2c(cc1O)[C@H]1Cc3ccc(OC)c(O)c3CN1CC2 returned Pol kappa inh -1%[12 µM], BLM helicase inh -12%[21.4 µM], APEX1 inh -4%[21 µM] and G9a block 2%[21.5 µM].
Screening CCOC(=O)c1oc2ccccc2c1NC(=O)CN1CCN(C)CC1 returned POLH inh -4%, Pol beta inh 17%, Pol kappa inh 0%, POLI inh 49%[activator], BLM helicase inh -3%, JMJD2A Tudor -18%, APEX1 inh 1%, BAZ2B inh 7% and G9a block -31%.
C=C1C(=O)OC2CC3(C)OC3CCC(C)=CC(OC(C)=O)C12 (stereo unspecified) was read as POLH inh -14%, Pol kappa inh -2%, POLI inh 5% and JMJD2A Tudor -5%.
CCOC(=O)c1cccc(NC(=O)c2c(O)[nH]c(=O)[nH]c2=O)c1 was read as POLH inh 2%, Pol kappa inh 8%, POLI inh 41%[activator] and JMJD2A Tudor inconclusive.
Screening CC(=O)N1CCN(c2ccc(N=Cc3c(O)n(Cc4ccccc4)c(=O)[nH]c3=O)cc2)CC1 returned POLH inh inconclusive, Pol beta inh -8%, Pol kappa inh -19%, POLI inh -1%, BLM helicase inh -9%, JMJD2A Tudor -19%, APEX1 inh 7%, BAZ2B inh 1% and G9a block -2%[59 µM].
For CCCCc1ccc(C(=O)O)nc1 the results were POLH inh -6%, Pol beta inh 5%[57.1 µM], Pol kappa inh 1%[60.1 µM], POLI inh -29%, BLM helicase inh -3%, JMJD2A Tudor 9%, APEX1 inh 4%, BAZ2B inh 4µM* and G9a block 6µM*!.
`CNC(=O)Oc1ccc2c(c1)[C@]1(C)CCN(C)[C@@H]1N2C` gave POLH inh 4%, Pol beta inh -20%, Pol kappa inh -17%[60.1 µM], POLI inh -18%, BLM helicase inh -8%&-4%&2%, JMJD2A Tudor -13%&-9%, APEX1 inh -3%&14%&-10%&-3%, BAZ2B inh 6%&-8% and G9a block 45µM*!.
`CCCCOC(=O)c1ccccc1C(=O)OCCCC` gave POLH inh -6%, Pol kappa inh -15%, POLI inh 15%, BLM helicase inh -1%, JMJD2A Tudor 114%[activator], APEX1 inh -3%&3%&-2%, BAZ2B inh 136%[activator] and G9a block 50%[12.7 µM].
Screening Cc1ccc(CN2CC3CC(C2)c2cccc(=O)n2C3)cc1 (stereo unspecified) returned POLH inh 0%, Pol beta inh 22%, Pol kappa inh 7%, POLI inh 21%, BLM helicase inh 1%, JMJD2A Tudor -26%, APEX1 inh -3%, BAZ2B inh -8% and G9a block -34%[12.7 µM].
Screening Cc1oc(-c2ccccc2Cl)nc1CN1C(=O)CN=C(c2ccccc2)c2ccccc21 returned POLH inh -28%, Pol beta inh -1%, Pol kappa inh -6%, POLI inh 36%[activator], BLM helicase inh -7%, JMJD2A Tudor inconclusive, APEX1 inh inconclusive, BAZ2B inh inconclusive and G9a block 40µM*.
`Cc1[nH]n(-c2ccccc2)c(=O)c1C(c1ccc([N+](=O)[O-])cc1)c1c(C)[nH]n(-c2ccccc2)c1=O` gave POLH inh -6%, Pol beta inh 7%, Pol kappa inh -3%, POLI inh 0.71µM*, BLM helicase inh inconclusive, JMJD2A Tudor 18µM*, APEX1 inh 5%, BAZ2B inh 40µM* and G9a block 11µM*.
For Clc1cnc(Oc2ccc(Oc3ncc(Cl)cc3Cl)cc2)c(Cl)c1 the results were POLH inh -7%[57.1 µM], Pol beta inh -8%[57.1 µM], Pol kappa inh 2%[60.1 µM], POLI inh -9%[58.9 µM], BLM helicase inh -2%, JMJD2A Tudor 13%, APEX1 inh -8%&-7%&-3%, BAZ2B inh 3% and G9a block 21%[59 µM].
For O=C(COc1ccc2ccccc2c1)N1CCN(C2CCN(Cc3ccccc3)CC2)CC1 the results were POLH inh 1%, Pol beta inh 10%, Pol kappa inh -7%, POLI inh 0%, BLM helicase inh -10%, JMJD2A Tudor -24%, APEX1 inh 3%, BAZ2B inh -4% and G9a block -48%.
Screening CN1OCC2Cn3c(nc4ccccc43)C21 (stereo unspecified) returned POLH inh -6%, Pol beta inh 24%, Pol kappa inh -22%, POLI inh 27%, BLM helicase inh -4%, JMJD2A Tudor -11%, APEX1 inh 3%, BAZ2B inh -3% and G9a block inconclusive.
O=c1c2ccccc2nc(-c2cccs2)n1-c1cnccn1 was read as POLH inh -9%, Pol beta inh 2%, Pol kappa inh -10%, POLI inh 11%, BLM helicase inh -2%, JMJD2A Tudor -6%, APEX1 inh -2%, BAZ2B inh 5% and G9a block -9%.
CC1CC(OC(=O)c2ccccc2)CC(C)N1C (stereo unspecified) was read as POLH inh -19%, Pol beta inh 9%, Pol kappa inh -3%, POLI inh 16%, BLM helicase inh 3%, JMJD2A Tudor -6%, APEX1 inh 14%, BAZ2B inh 4% and G9a block 18%[59 µM].
For CCCC(=O)c1c(O)[nH]c(=O)[nH]c1=O the results were POLH inh 1%, Pol beta inh 2%, Pol kappa inh -6%, POLI inh -8%, BLM helicase inh -4%, JMJD2A Tudor 18µM*, APEX1 inh 1%, BAZ2B inh inconclusive and G9a block -34%[12.7 µM].
`COc1cc2c3cc1Oc1c(OC)c(OC)cc4c1C(Cc1cccc(c1)Oc1ccc(c(O)c1)CC3N(C)CC2)N(C)CC4` (stereo unspecified) gave Pol kappa inh -5%[60.1 µM], BLM helicase inh 3%, APEX1 inh -3% and G9a block -4%[2.33 µM].
`COc1ccccc1-n1c(O)c(C=NC2CC2)c(=O)[nH]c1=O` gave POLH inh -4%, Pol beta inh 2%, Pol kappa inh -9%, POLI inh 2%, BLM helicase inh -1%, JMJD2A Tudor 25%, APEX1 inh -1%, BAZ2B inh 5% and G9a block inconclusive.
Screening CCN1C(=O)/C(=C/c2ccc(N(CC)CC)cc2OC)C(=O)NC1=S returned POLH inh -4%, Pol beta inh -15%, Pol kappa inh -4%[60.1 µM], POLI inh -10%, BLM helicase inh 3%, JMJD2A Tudor -24%, APEX1 inh inconclusive, BAZ2B inh inconclusive and G9a block 35µM*.
`CCCN1CC(C)C(OC(C)=O)(c2ccccc2)CC1C` (stereo unspecified) gave POLH inh 6%, Pol beta inh 26%, Pol kappa inh -2%, POLI inh 5%, BLM helicase inh 3%, JMJD2A Tudor 3%, APEX1 inh 16%, BAZ2B inh 13% and G9a block 22%[59 µM].
COC(=O)C1=C(c2ccc3ccccc3c2)C[C@@H]2CC[C@H]1N2C was read as POLH inh 2%, Pol kappa inh -8%, POLI inh 11%, JMJD2A Tudor -20%, APEX1 inh 14%, BAZ2B inh -5% and G9a block 21%[0.501 µM].
CC(=O)[C@H]1CC[C@H]2[C@@H]3CC[C@H]4C[C@H](O)CC[C@]4(C)[C@H]3C(=O)C[C@]12C was read as POLH inh -4%, Pol beta inh 2%, Pol kappa inh -8%[60.1 µM], POLI inh -9%, BLM helicase inh -2%&5%, JMJD2A Tudor -18%, APEX1 inh 4%&8%, BAZ2B inh -20% and G9a block 18%[59 µM].
For COC(=O)C1=C(c2ccc(Cl)c(C(F)(F)F)c2)C[C@@H]2CC[C@H]1N2C(=O)NCCO the results were POLH inh -18%, Pol kappa inh 10%, POLI inh 49%, JMJD2A Tudor -1%, APEX1 inh 27%, BAZ2B inh 7% and G9a block 2%[2.33 µM].
CCOC(=O)c1ccccc1N was read as POLH inh -6%, Pol kappa inh 1%, POLI inh 9%, JMJD2A Tudor -10% and APEX1 inh 23%&-1%.

Three entries already listed, sorted by length of the SMILES, largest number first:
CC(=O)[C@H]1CC[C@H]2[C@@H]3CC[C@H]4C[C@H](O)CC[C@]4(C)[C@H]3C(=O)C[C@]12C was read as POLH inh -4%, Pol beta inh 2%, Pol kappa inh -8%[60.1 µM], POLI inh -9%, BLM helicase inh -2%&5%, JMJD2A Tudor -18%, APEX1 inh 4%&8%, BAZ2B inh -20% and G9a block 18%[59 µM].
COC(=O)C1=C(c2ccc3ccccc3c2)C[C@@H]2CC[C@H]1N2C was read as POLH inh 2%, Pol kappa inh -8%, POLI inh 11%, JMJD2A Tudor -20%, APEX1 inh 14%, BAZ2B inh -5% and G9a block 21%[0.501 µM].
CCOC(=O)c1ccccc1N was read as POLH inh -6%, Pol kappa inh 1%, POLI inh 9%, JMJD2A Tudor -10% and APEX1 inh 23%&-1%.
